Source: PubChem
GLP-1R agonist: agonists of human GLP-1 receptor; P43220; HEK293 GLP-1R CRE-luciferase, luminescence, 4-6 h; cells express a hypersensitive GLP-1R form; Potency, µM (titrated, usually from 45.6 µM), for the others: at the highest dose activation, most hits filed as activators; actives 0.007% (n = 380,000); further: potency means the concentration at half of the fitted maximal effect; % of control where 0% means no effect
Target sequence (P43220 whole entry, looked up): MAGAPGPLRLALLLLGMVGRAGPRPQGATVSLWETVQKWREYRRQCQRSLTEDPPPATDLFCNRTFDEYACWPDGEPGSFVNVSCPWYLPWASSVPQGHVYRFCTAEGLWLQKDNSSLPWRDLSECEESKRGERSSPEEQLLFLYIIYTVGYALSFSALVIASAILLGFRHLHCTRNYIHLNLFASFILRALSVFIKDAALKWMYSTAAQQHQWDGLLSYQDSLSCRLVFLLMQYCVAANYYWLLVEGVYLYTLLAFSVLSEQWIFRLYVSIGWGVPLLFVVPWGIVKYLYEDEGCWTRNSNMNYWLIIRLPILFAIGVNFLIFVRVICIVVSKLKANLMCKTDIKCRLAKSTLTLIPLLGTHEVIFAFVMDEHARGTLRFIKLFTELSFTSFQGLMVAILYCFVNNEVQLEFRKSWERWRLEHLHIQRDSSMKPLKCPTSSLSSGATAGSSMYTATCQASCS
GLP-1R inv ag: GLP-1 receptor (human) inverse agonism; AID 624417; actives 1.6% (n = 410,000); Potency, µM (series often up to 38.3 µM), for inactives: top-dose activity change, negative = inhibition, most hits filed as inhibitors; P43220; HEK293 GLP-1R CRE-luciferase, luminescence, 24 h; GLP-1R form is constitutively active; further: potency means the concentration at half of the fitted maximal effect; on the % scale 0 is the no-effect control and ±100 the full control effect; nearly all actives have a fitted effect of over 55% in size
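Inverse agonists were sought by their lowering of basal cAMP reporter luciferase output in HEK293 cells stably carrying constitutively active human GLP-1R, after 24 h compound treatment.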
D3 ag: agonists of human D3 dopamine receptor | actives 0.58% (n = 410,000) | P35462 | D3R DiscoveRx beta-arrestin cells, luminescence, 90 min | max activation, % | AID 652048; in the data active means max activation above about 30%; further: 0% is about no effect; mostly tested at two doses, the higher about 12 µM
Target sequence (P35462 whole entry, looked up): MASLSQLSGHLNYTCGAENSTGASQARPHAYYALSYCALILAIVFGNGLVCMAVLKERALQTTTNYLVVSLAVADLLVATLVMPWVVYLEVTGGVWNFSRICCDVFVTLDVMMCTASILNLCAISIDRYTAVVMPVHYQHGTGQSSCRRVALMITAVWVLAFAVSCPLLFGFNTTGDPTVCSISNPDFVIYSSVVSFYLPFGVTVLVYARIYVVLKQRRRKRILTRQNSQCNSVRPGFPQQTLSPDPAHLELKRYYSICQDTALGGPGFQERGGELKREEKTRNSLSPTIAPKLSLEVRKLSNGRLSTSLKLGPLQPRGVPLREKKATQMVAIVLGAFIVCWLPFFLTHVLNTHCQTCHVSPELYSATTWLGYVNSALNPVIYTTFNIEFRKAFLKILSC
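Agonist-mode cell screen: cells plated at 1500/well and incubated overnight at 37 °C, then exposed to library compounds for 90 min at 37 °C. Detection reagent was added for 30–60 min at room temperature, and luminescence was read.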
KB-V1 cytotox: KB-V1 MDR subline cytotoxicity | KB-V1 MDR cells viability, CellTiter-Glo, 72 h | Potency, µM (doses to about 46.1 µM), for inactives: top-dose activity change, negative = cytotoxicity, most hits filed as cytotoxic | actives 3.4% (n = 400,000); further: potency means the concentration at half of the fitted maximal effect; on the % scale 0 is the no-effect control and ±100 the full control effect; nearly all actives have a fitted effect of over 60% in size
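Cytotoxicity via CellTiter-Glo luminescence after 72 h compound exposure at 37 degrees C. Cells: drug-selected KB-V1 line, DMEM phenol-red free plus 10% FBS. Compounds tested at multiple concentrations; normalized data fitted to concentration-effect curves.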
PTHR1 agonist: agonists of human PTHR1 parathyroid hormone receptor. Q03431. HEK293 GP2 PTHR1 cells, GloSensor cAMP luminescence, 1 h. Potency, µM (highest dose often 115 µM), without a hit: at the top dose activation, hits mostly activators. actives 0.075% (n = 410,000). AID 743266; further: potency means the concentration at half of the fitted maximal effect; nearly all actives have a fitted effect of over 55% in size; some results filed as inactive show a strong effect at the top dose; inactives centre near -15; many of its hits are not listed in these tables
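HEK-293-derived GP2 cells expressing PTHR1 and a GloSensor cAMP reporter, 3,000/well, plated overnight, given luciferin plus IBMX (each 0.5 mM as added) for 1 h at 37 °C, then compound for 1 h at 37 °C. Luminescence was read after 15 min at room temperature.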
aSyn rescue: alpha-synuclein toxicity inhibition in yeast | Yeast expressing alpha-synuclein, growth rescue, BacTiter-Glo, 24 h | Potency, µM (doses to about 46.1 µM), without a hit: at the highest dose growth rescue (activation), usual class: activators | actives 0.14% (n = 370,000); further: potency means the concentration at half of the fitted maximal effect; % of control where 0% means no effect; nearly all actives have a fitted effect of over 65% in size
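Rescue of yeast growth: cells expressing toxic alpha-synuclein, induced in galactose at OD600 0.02, incubated with compound 24 h at 30 C. ATP luminescence quantified growth; inhibitors of toxicity appear as activators.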
D3 antag: D3 dopamine receptor (human) antagonism | D3R cells, DiscoveRx beta-arrestin luminescence, antagonist mode; hits give low values | max response, negative = inhibition, % | actives 2.5% (n = 360,000); in the data active means max response below about -50%; inconclusive means no clear call, values can overlap the other calls; further: on the % scale 0 is the no-effect control and ±100 the full control effect; mostly tested at two doses, the higher about 12 µM
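Cells plated overnight at 1500 cells/well, then exposed to library compounds with dopamine controls for 90 minutes at 37 degrees C. DiscoveRx reagent added for 30–60 minutes at room temperature; luminescence read, quantitative HTS format.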
TDP-43 yeast inh: inhibitors of TDP-43 toxicity in yeast | TDP-43 expressing yeast growth rescue, BacTiter-Glo, 24 h | Potency, µM (titrated, usually from 46.1 µM), for the others: at the top dose growth rescue (activation), hits mostly activators | actives 1.8% (n = 410,000) | AID 652104; further: potency means the concentration at half of the fitted maximal effect; % of control where 0% means no effect; nearly all actives have a fitted effect of over 50% in size
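Readout is BacTiter-Glo luminescence of cell growth, so inhibitors register as activators. TDP-43-expressing yeast at OD600=0.02 in galactose medium, after raffinose pregrowth to mid-log, were incubated with compound for 24 hr at 30 deg C.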
HEK293 tox: cytotoxic in the GLP-1 receptor inverse agonist counter-screen; actives 0.13% (n = 410,000); AID 624418; HEK293 cAMP-luciferase reporter cells, luminescence, 24 h; Potency, µM (titrated, usually from 38.3 µM), for inactives: at the top dose activity change, negative = inhibition, most hits filed as inhibitors;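 further: loss of luciferase light is scored as toxicity; potency means the concentration at half of the fitted maximal effect; on the % scale 0 is the no-effect control and ±100 the full control effect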
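Compound-treated cells are incubated 24 hr at 37 deg C under 5% CO2 after a 12 hour attachment period, then luciferase detection reagent is added and luminescence is measured following 12 min at room temperature; lowered signal indicates toxicity.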
Active calls of the source: *; i = inactive; ? = inconclusive; / = not tested or not shown; & = joins results of further samples; [ ] = another dose, or the depositor's remark. Unless noted, the call rests on the fitted dose curve; in most records, active means well fitted curve in the direction sought with a large enough effect; inconclusive means small, poorly fitted or top-dose-only effect, or another doubt; inactive means no such curve, though single readings can be large; an effect the other way counts as inactive or inconclusive. An excerpt, so the mix of outcomes need not match the whole.

Fields: KB-V1 cytotox	GLP-1R agonist	GLP-1R inv ag	TDP-43 yeast inh	D3 antag	D3 ag	PTHR1 agonist	aSyn rescue	HEK293 tox
> O=C(c1cc(-c2ccc(F)cc2)on1)N1CCOCC1
 : -9%	0%	?	28%	0	-4	-83%[inhibitor]	5%	3%
> O=C(c1ccc(Cl)cc1)N1CCN(C(=O)C2CCCCC2)CC1
 : -20%	5%	3%	4%	1	2	-8%	16%	-12%
> COc1cc(-c2nnc(SC(C)C(=O)Nc3c(C)n(C)n(-c4ccccc4)c3=O)o2)cc(OC)c1OC (stereo not drawn)
 : 5%	-7%	8%	-18%	29	9	-19%[57.5 µM]	2%	4%
> O=[n+]1cc(-c2ccc(Br)cc2)n([O-])c2c1CCC2
 : 27%	0%	6%	0%	14	-2	i	1%	0%
> c1ccc(-c2nc3ccccc3nc2N2CCOCC2)cc1
 : 2%	1%	?	?	-26	4	i	-6%	4%
> CCOC(=O)Cc1sc(N)nc1C
 : 5%	1%	4%	11%	2	8	-3%	1%	3%
> COc1ccc(C(c2c(NC(C)=O)sc3c2CCCC3)N2CCN(CCO)CC2)cc1OC (stereo not drawn)
 : 5%	7%	-2%	5%	6	1	-17%	0%	1%
> CCCCN=C1NN=C(c2cc3ccccc3o2)CS1
 : -19%	6%	?	-3%	-2	2	i	3%	?
> COc1ccccc1Nc1nn2c(=O)c3ccc(C(=O)NC4CCCCC4)cc3nc2s1
 : -17%	-2%	-11%	-14%	/	-5	5%	-2%	3%
> Cn1c(=O)[nH]c(=O)c2c1nc(Br)n2C/C=N/Nc1ccccc1
 : -15%	14%	?	/	?	-13	i	4%	?
> S=c1[nH]nc(-c2ccc3ccccc3n2)n1-c1ccc2c(c1)OCCO2
 : -6%	?	24%	0%	?	-22	-32%[inhibitor]	1%	1%
> CC(Cc1c[nH]c2ccccc12)C(=O)O (stereo not drawn)
 : -10%	2%	-7%	21%	20	-2	i	-1%	-5%
> Cc1ccc(Nc2nnc(SC(C)C(=O)NC3CC3)s2)cc1 (stereo not drawn)
 : /	3%	-3%	24%	14	5	-12%	0%	-3%
> O=C(N/N=C/c1ccc([N+](=O)[O-])o1)C1CC1
 : ?	-1%	12%	4%	-16	-4	i	-3%	-29%
> Cc1cc([N+](=O)[O-])ccc1NC(=S)NC1CCCC1
 : 10%	-6%	?	26%	1	-5	-29%	-17%	-13%
> Cc1cc(NC(=O)CSc2nnc(CNC(=O)c3cccc(C(F)(F)F)c3)o2)no1
 : 4%	-3%	19%	5%	-12	5	-5%	-8%	14%
> c1nc(NCCN2CCOCC2)c2c3c(sc2n1)CCCCC3
 : -3%	-10%	15%	10%	-12	-2	i	-1%	-1%
> COc1ccc(C(=O)NNC(=O)c2cccc(S(=O)(=O)N3CCOCC3)c2)cc1
 : ?	1%	-3%	0%	7	1	i	3%	-7%
> COc1ccc(C(=O)Oc2coc(CSc3nnc(NC(=O)c4cccs4)s3)cc2=O)cc1
 : 12%	0%	-5%	3%	5	-9	i	1%	81%[activator]
> S=c1nc[nH]c2c1sc1nc(N3CCOCC3)c3c(c12)CCCC3
 : ?	4%	17%	1%	-4	8	-5%	-9%	11%
> COc1ccc(S(=O)(=O)N2CCCC(C(=O)NCCC3=CCCCC3)C2)cc1 (stereo not drawn)
 : -7%	-5%	?	22%	0	3	-20%	-2%	-9%
> C=CC(=O)NC(NC(=O)C=C)c1ccc(Br)cc1
 : ?	-4%	0%	13%	18	0	-7%[57.5 µM]	-7%	-9%
> Nc1ccc(Oc2ccc([N+](=O)[O-])cc2[N+](=O)[O-])cc1
 : 1%	10%	11%	13%	-11	5	-10%[57.5 µM]	24%	-8%
> Cc1cccc(NC(=O)c2ccc(S(=O)(=O)N3CCCCC3)cc2)n1
 : ?	1%	-16%	0%	-6	3	-49%[inhibitor]	3%	-2%
> COc1ccc(OC)c(CNc2ncnc3onc(C)c23)c1
 : -12%	/	11%	10%	/	-9	-37%[inhibitor]	/	4%
> CCc1ccc(CNC(=O)CCc2nc(-c3cccs3)no2)cc1
 : -20%	17%	?	?	-23	5	i	9%	4%
> COc1ccc(NC(=O)Cn2c(=O)n(-c3ccc(OC)cc3)c(=O)c3sc4ccccc4c32)cc1
 : 0%	-1%	1%	-2%	/	11	-20%	/	-11%
> COc1ccc(NC(=O)CCNS(=O)(=O)c2ccccc2F)cc1S(=O)(=O)N1CCOCC1
 : ?	0%	-7%	16%	17	-1	i	-1%	-22%
> Cc1cc(NC(=O)c2cc(-c3ccc(Br)cc3)on2)nn1Cc1ccc(Cl)cc1
 : -48%	/	?	-4%	/	-7	-29%	/	0%
> COc1ccc(N2C(=O)CS(=O)(=O)C23C(=O)N(Cc2ccc(C)cc2)c2ccccc23)cc1Cl (stereo not drawn)
 : 3%	-1%	-7%	1%	/	6	-9%	4%	0%

Fields: KB-V1 cytotox	GLP-1R agonist	GLP-1R inv ag	TDP-43 yeast inh	D3 antag	D3 ag	PTHR1 agonist	aSyn rescue	HEK293 tox
> Cc1ccc(C(=O)Nc2ccccc2N2CCCC2)cc1
 : -3%	-7%	?	25%	21	5	-51%[inhibitor]	-6%	8%
> CC(O)CN=c1cc(-c2ccccc2)oc2ccc(Cl)cc12 (stereo not drawn)
 : ?	13%	?	18%	0	-8	-9%[57.5 µM]	-7%	-3%
> COc1ccc(Nc2nc(-c3ccc(OC)cc3)cs2)cc1
 : ?	0%	10%	4%	-8	3	-16%	-2%	-10%
> Cc1nn2c3ccccc3nc2c2ccccc12
 : -30%	29%	94%[activator]	40µM*	-20	0	-23%	27%	-13%
> COC(=O)C1CCN(C(=O)CCC2CCCCC2)CC1
 : -6%	-5%	0%	-11%	-15	-3	-1%	-11%	-1%
> COC(=O)c1sc2cccc(F)c2c1S(=O)(=O)NCc1ccccc1Cl
 : 8%	/	-10%	?	/	4	i	/	-14%
> COc1ccc(NC(=O)CCCSc2nc(-c3ccco3)cc(C(F)(F)F)n2)cc1OC
 : -12%&-26%	8%	11µM*	20%&-10%	2	10&5	-9%	3%	-8%&-10%
> O=C(NC1CCCCC1)N1CCN(C(c2ccccc2)c2ccccc2)CC1
 : ?	4%	4µM*	-26%	-6	-6	?	-10%	18%
> CC(=O)Nc1cncc(-c2cccc(C(=O)N3CCOCC3)c2)n1
 : -14%	-3%	1%	-19%	0	-8	?	-2%	8%
> CCOC(=O)c1c(C)nc2sc3c(=O)n(-c4ccc(C(C)=O)cc4)cnc3c2c1-c1ccc(Cl)cc1
 : -52%	-2%	-22%	-5%	25	6	i	0%	-16%
> COc1ccc(CN(C(=O)CSc2nnc(-c3ccc(OC)c(OC)c3)o2)c2ccc(F)cc2)cc1
 : ?	-2%	-4%	-13%	14	-12	-4%	-2%	-8%
> Cc1ccccc1C(=O)NC1CCSC1=O (stereo not drawn)
 : 5%	-6%	13%	-18%	4	3	?	-22%	-4%
> CSc1nc(C)cc(SCC(=O)Nc2ccc(Cl)cc2Cl)n1
 : -18%	7%	?	9%	20	7	i	6%	2%
> COC(=O)C1(C(=O)OC)NOC2C(=O)N(c3ccc(Cl)cc3Cl)C(=O)C21 (stereo not drawn)
 : -23%	-5%	21%	-8%	16	2	i	1%	10%
> Cc1ccc(S(=O)(=O)N2CCN(C(=O)CNC(=O)c3sc4ccccc4c3Cl)CC2)cc1
 : 0%	1%	17%	4%	5	2	i	2%	4%
> CC(=O)/C(N)=N/Nc1cccc(Cl)c1
 : -5%	1%	?	11%	-1	2	i	-8%	-22%
> CCCNC(=O)CSC1=N/C(=C/c2ccc(F)cc2)C(=O)N1CC
 : 25%	-5%	-4%	-17%	-13	-9	i	-5%	-7%
> CC(C)(C)c1cc[n+](C2=C([O-])c3ccccc3C(=O)/C2=N\S(=O)(=O)c2cccs2)cc1
 : -10%	-6%	?	-7%	-28	-8	-31%	-6%	?
> CCCn1c(SCC(=O)Nc2cccc(C(=O)OCC)c2)nnc1-c1ccoc1C
 : ?	1%	?	7%	-1	-12	i	-9%	-4%

Part of the list above in order of heavy-atom count, lowest first:
Fields: KB-V1 cytotox	GLP-1R agonist	GLP-1R inv ag	TDP-43 yeast inh	D3 antag	D3 ag	PTHR1 agonist	aSyn rescue	HEK293 tox
> Cc1nn2c3ccccc3nc2c2ccccc12
 : -30%	29%	94%[activator]	40µM*	-20	0	-23%	27%	-13%
> Cc1ccc(C(=O)Nc2ccccc2N2CCCC2)cc1
 : -3%	-7%	?	25%	21	5	-51%[inhibitor]	-6%	8%
> CC(O)CN=c1cc(-c2ccccc2)oc2ccc(Cl)cc12 (stereo not drawn)
 : ?	13%	?	18%	0	-8	-9%[57.5 µM]	-7%	-3%
> CC(=O)Nc1cncc(-c2cccc(C(=O)N3CCOCC3)c2)n1
 : -14%	-3%	1%	-19%	0	-8	?	-2%	8%
> COC(=O)c1sc2cccc(F)c2c1S(=O)(=O)NCc1ccccc1Cl
 : 8%	/	-10%	?	/	4	i	/	-14%
> O=C(NC1CCCCC1)N1CCN(C(c2ccccc2)c2ccccc2)CC1
 : ?	4%	4µM*	-26%	-6	-6	?	-10%	18%
> CC(C)(C)c1cc[n+](C2=C([O-])c3ccccc3C(=O)/C2=N\S(=O)(=O)c2cccs2)cc1
 : -10%	-6%	?	-7%	-28	-8	-31%	-6%	?
> COc1ccc(NC(=O)CCCSc2nc(-c3ccco3)cc(C(F)(F)F)n2)cc1OC
 : -12%&-26%	8%	11µM*	20%&-10%	2	10&5	-9%	3%	-8%&-10%
